TGFb inhibitor – TGF-b pathway inhibition | HepG2 CAGA-GFP TGF-b/SMAD3 reporter, GFP fluorescence, 18 h; TGF-beta stimulated, 500 pg/mL final | Potency, µM (series often up to 46.1 µM), for inactives: top-dose activity, negative = inhibition, most hits filed as inhibitors | actives 1.2% (n = 410,000); note: potency is the fitted concentration of half-maximal effect; % is set by controls: 0 for no effect and ±100 for the full control effect; nearly all actives have a fitted effect of over 65% in size
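First, reporter cells (HEPG2 CAGA-GFP) rested 2 h at 37 degrees C. Next, compounds were pinned in and TGF-beta added to 500 pg/mL final. After 18 h, GFP was imaged per cell and summed per well.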
Mm-Cpn inhibitor – inhibitors of Methanococcus maripaludis chaperonin (MmCpn). purified Mm-Cpn ATPase, ADP Transcreener TR-FRET. Potency, µM (titrated, usually from 76.9 µM), for the others: at the top dose activity, negative = inhibition, usual class: inhibitors. actives 0.031% (n = 330,000); note: potency is the fitted concentration of half-maximal effect; % is set by controls: 0 for no effect and ±100 for the full control effect; nearly all actives have a fitted effect of over 80% in size
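25 nM Mm-CPN + cpd, 10 min 37°C; + 10 uM ATP, 30 min 37°C; buffer 30 mM Tris pH 7.4, 100 mM KCl, 5 mM MgCl2, 1 mM DTT; Transcreener ADP HTRF detection 30 min RT.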
HepG2 tox – kills HepG2 cells in TGF-b inhibitor counter-screen; AID 588856; HepG2 CAGA-GFP viability, ATP luminescence, 18 h; Potency, µM (titrated, usually from 46.1 µM), for inactives: top-dose activity change, negative = cytotoxicity, most hits filed as cytotoxic; actives 0.76% (n = 410,000); note: potency is the fitted concentration of half-maximal effect; some results filed as inactive show a strong effect at the top dose
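CellTiter-Glo luminescence gave cytotoxicity after 18 hours at 37 degrees C. The cells were HepG2 CAGA-GFP in 1% FBS DMEM, stimulated with 500 pg/mL TGF-beta after compound addition. %Activity was normalised to no-cell wells (complete cell-killing) and DMSO (no toxicity), and curves were fitted and classified.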
S2 tox – cell viability loss in ATXN counter-screen | actives 0.49% (n = 400,000) | S2 cells (HEK-293 line with an ATXN2-luciferase reporter) viability, CellTiter-Fluor protease fluorescence, 24 h | Potency, µM (series often up to 56.7 µM), actives largely listed as cytotoxic | AID 651635; note: potency is the fitted concentration of half-maximal effect; nearly all actives have a fitted effect of over 40% in size
Nrf2 activator – activators of Nrf2 (ARE) signaling; Potency, µM (top dose mostly 46.1 µM), for inactives: at the top dose activation, actives largely listed as activators; AREc32 ARE-luciferase reporter (MCF7-derived line), luminescence, 24 h; actives 0.31% (n = 410,000); AID 624171; note: potency is the fitted concentration of half-maximal effect; % of control where 0% means no effect; nearly all actives have a fitted effect of over 65% in size
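Reporter line AREc32 (ARE-Fluc), seeded overnight in OPTI-MEM with 5% FBS; compound pin-transferred, 24 hr at 37 deg C, 5% CO2; luminescent read-out.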
pAkt inh – Akt phosphorylation inhibition. actives 0.32% (n = 360,000). Neuro2A IGF-stimulated pAkt S473 HTRF, 20 min; stronger effect = lower value. activity change, % for hits at 50 µM; in the data active = activity change below about -80%; inconclusive = mostly about -51% to -80%; note: % is set by controls: 0 for no effect and ±100 for the full control effect
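Neuro2A cells (4,500/well, DMEM with 0.5% FBS) were treated with compound at a single 50 µM final concentration, stimulated with 6 nM IGF for 20 min at 37 °C, and lysed. Phospho-Akt Ser473 was read by HTRF as 665/615 ratio ×10^4.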
CCT modulator – changes cytosolic chaperonin activity | purified chaperonin ATPase assay, HTRF ADP detection, 30 min | activity change, % (no concentration beside the values), hits read low | actives 0.3% (n = 360,000) | AID 651819; in the data active = activity change below about -30%; note: % is set by controls: 0 for no effect and ±100 for the full control effect
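We incubate TRiC, 40 or 20 nM final, with library compounds at 76 uM and 10 uM ATP for 30 min at 37 °C. ADP formed is detected with Transcreener HTRF reagents after 30 min at room temperature.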
A549 tox – counter-screen for Nrf2 inhibitors: cytotoxicity in A549 cells; A549 ARE-Fluc cells, CellTiter-Fluor viability, 18-24 h; Potency, µM (top dose mostly 46 µM), inactives show at the highest dose activity change, negative = cytotoxicity, most hits filed as inhibitors; actives 0.16% (n = 390,000); note: potency is the fitted concentration of half-maximal effect; % is set by controls: 0 for no effect and ±100 for the full control effect
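A549 ARE_Fluc cells in 5% FBS OPTI-MEM were exposed to compounds in concentration-response for 18-24 h at 37 deg C. Viability was read by CellTiter-Fluor fluorescence (Ex 405/Em 525) after 30 min, before the luciferase read.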
Nrf2 block – Nrf2 pathway inhibition; A549 ARE-Fluc reporter, luciferase luminescence, 18-24 h; Potency, µM (series often up to 46 µM), for the others: at the highest dose activity change, negative = inhibition, most hits filed as inhibitors; actives 2.1% (n = 360,000); AID 504444; note: potency is the fitted concentration of half-maximal effect; % is set by controls: 0 for no effect and ±100 for the full control effect; nearly all actives have a fitted effect of over 60% in size
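Reporter: ARE-Fluc in A549. Exposure: 18-24 h, 37 °C, 5% CO2, 5% FBS OPTI-MEM. Readouts: fluorescent cytotoxicity (CellTiter-Fluor), then luminescent Nrf2 signal after BugLite.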
Starred values were filed as active, the others as inactive; & = joins results of further samples. Unless noted, calls come from the whole dose curve; as a rule, active = well fitted curve in the direction sought with a large enough effect; inconclusive = small, poorly fitted or top-dose-only effect, or another doubt; inactive = no such curve, though single readings can be large; an effect the other way counts as inactive or inconclusive.

Screening Cc1ccc2occ(/C=N/NC(=O)c3ccc(O)cc3)c(=O)c2c1 returned TGFb inhibitor 1%, Mm-Cpn inhibitor 2%, HepG2 tox -8%, S2 tox inactive, Nrf2 activator -0.3%, pAkt inh inactive, CCT modulator -1.3, A549 tox 6% and Nrf2 block 10%.
For COC(=O)[C@@H](NC(=O)Nc1ccc(OC)cc1)C(C)C the results were TGFb inhibitor 23%, Mm-Cpn inhibitor -1%, HepG2 tox -59%, S2 tox inactive, Nrf2 activator 0.1%, pAkt inh inactive, CCT modulator -0.5, A549 tox 13% and Nrf2 block 17%.
O=C(N/N=C1\CCc2ccccc21)c1ccncc1 was read as TGFb inhibitor 1%, Mm-Cpn inhibitor 2%, HepG2 tox -9%, S2 tox inactive, Nrf2 activator 10.0%, pAkt inh inactive, CCT modulator -0.1, A549 tox 9% and Nrf2 block inconclusive.
`CCCCNC(=O)c1onc(CSc2ccc(OC)cc2)c1C(=O)O` gave TGFb inhibitor -8%, Mm-Cpn inhibitor 1%, HepG2 tox -5%, S2 tox inactive, Nrf2 activator -1.1%, pAkt inh inactive, CCT modulator 1.0, A549 tox -3% and Nrf2 block 1%.
O=C(Nc1ccccc1F)c1ccc(CSc2ncccn2)cc1 was read as TGFb inhibitor 7%, Mm-Cpn inhibitor -9%, HepG2 tox 1%, S2 tox inactive, Nrf2 activator 3.5%, pAkt inh inactive, CCT modulator 0.8, A549 tox 2% and Nrf2 block inconclusive.
`COc1ccc(CC(=O)Nc2c3c(nn2-c2cccc(Cl)c2)CS(=O)(=O)C3)cc1` gave TGFb inhibitor 1%, Mm-Cpn inhibitor 0%, HepG2 tox 3%, S2 tox inactive, Nrf2 activator -0.1%, CCT modulator -2.8 and A549 tox 5%.
For CN(C)S(=O)(=O)c1ccc(C(=O)Nc2nnc(SCc3cccc(F)c3)s2)cc1 the results were TGFb inhibitor -3%, Mm-Cpn inhibitor 2%, HepG2 tox -22%, S2 tox inactive, Nrf2 activator 0.4%, pAkt inh inactive, CCT modulator -0.3, A549 tox 16% and Nrf2 block 17%.
Nc1cccc(-c2cc3ccccc3oc2=O)c1 was read as TGFb inhibitor 0%, Mm-Cpn inhibitor -3%, HepG2 tox -1%, S2 tox inactive, Nrf2 activator 2.3%, pAkt inh inactive, CCT modulator 0.7, A549 tox -4% and Nrf2 block inconclusive.
`COC(=O)[C@H](C)NC(=O)NCc1ccc(F)cc1` gave TGFb inhibitor -17%, Mm-Cpn inhibitor 3%, HepG2 tox -1%, S2 tox inactive, Nrf2 activator -0.9%, pAkt inh -82%*, CCT modulator 0.6, A549 tox -1% and Nrf2 block 9%.
Screening COc1ccc(O)c(-c2[nH]ncc2C(=O)c2cccc(C)c2)c1 returned TGFb inhibitor 16%, Mm-Cpn inhibitor 2%, HepG2 tox 7%, S2 tox inactive, Nrf2 activator -0.8%, pAkt inh inactive, CCT modulator -0.8, A549 tox 5% and Nrf2 block 11%.

Pulled by structure from the list above (4):
For COC(=O)[C@@H](NC(=O)Nc1ccc(OC)cc1)C(C)C the results were TGFb inhibitor 23%, Mm-Cpn inhibitor -1%, HepG2 tox -59%, S2 tox inactive, Nrf2 activator 0.1%, pAkt inh inactive, CCT modulator -0.5, A549 tox 13% and Nrf2 block 17%.
`COc1ccc(CC(=O)Nc2c3c(nn2-c2cccc(Cl)c2)CS(=O)(=O)C3)cc1` gave TGFb inhibitor 1%, Mm-Cpn inhibitor 0%, HepG2 tox 3%, S2 tox inactive, Nrf2 activator -0.1%, CCT modulator -2.8 and A549 tox 5%.
Nc1cccc(-c2cc3ccccc3oc2=O)c1 was read as TGFb inhibitor 0%, Mm-Cpn inhibitor -3%, HepG2 tox -1%, S2 tox inactive, Nrf2 activator 2.3%, pAkt inh inactive, CCT modulator 0.7, A549 tox -4% and Nrf2 block inconclusive.
O=C(Nc1ccccc1F)c1ccc(CSc2ncccn2)cc1 was read as TGFb inhibitor 7%, Mm-Cpn inhibitor -9%, HepG2 tox 1%, S2 tox inactive, Nrf2 activator 3.5%, pAkt inh inactive, CCT modulator 0.8, A549 tox 2% and Nrf2 block inconclusive.

Next section:
`Cc1cc(C(=O)Nc2ccc(S(=O)(=O)N3CCOCC3)cc2)c(C)o1` gave TGFb inhibitor 13%, Mm-Cpn inhibitor 1%, HepG2 tox 2%, Nrf2 activator -0.2%, pAkt inh inactive, CCT modulator -3.5, A549 tox 8% and Nrf2 block -9%.
`CCOc1ccc(C(=O)CCC(=O)NNC(=O)c2ccccc2O)cc1` gave TGFb inhibitor 2%, Mm-Cpn inhibitor inconclusive, HepG2 tox -11%, S2 tox inactive, Nrf2 activator 2.6%, pAkt inh inactive, CCT modulator -2.5, A549 tox 9% and Nrf2 block 5%.
For Cc1c(C(=O)NCc2ccccn2)sc2nc(-c3ccc(F)cc3)cn12 the results were TGFb inhibitor -23%, Mm-Cpn inhibitor 0%, HepG2 tox -2%, Nrf2 activator 2.4%, CCT modulator -1.1, A549 tox -9% and Nrf2 block inconclusive.
`COc1cccc(NS(=O)(=O)c2c(C)n(C)c(=O)n(C)c2=O)c1` gave TGFb inhibitor -3%, Mm-Cpn inhibitor 3%, HepG2 tox -3%, S2 tox inactive, Nrf2 activator -0.9%, pAkt inh inactive, CCT modulator 0.1, A549 tox 0% and Nrf2 block 0%.
`Nc1ccccc1SCC(=O)Nc1cccc2ccccc12` gave TGFb inhibitor -4%, Mm-Cpn inhibitor 2%, HepG2 tox -22%, S2 tox inactive, Nrf2 activator 9.0%, pAkt inh inactive, CCT modulator -1.9, A549 tox -4% and Nrf2 block inconclusive.
COc1ccccc1C(=O)Nc1ccnn1C1CCN(Cc2csc(C(C)=O)c2)CC1 was read as TGFb inhibitor 2%, Mm-Cpn inhibitor 3%, HepG2 tox -8%, S2 tox inactive, Nrf2 activator 0.0%, pAkt inh inactive, CCT modulator 1.8, A549 tox 1% and Nrf2 block 1%.
COCCn1c(NCc2ccc(C)cc2)nc2c1c(=O)[nH]c(=O)n2C was read as TGFb inhibitor 2%, Mm-Cpn inhibitor 0%, HepG2 tox 6%, S2 tox inactive, Nrf2 activator 0.2%, pAkt inh inactive, CCT modulator -0.7, A549 tox -1% and Nrf2 block -10%.
Screening O=C(C[n+]1cc(-c2ccccc2)n2c1CCC2)c1cccs1 returned TGFb inhibitor 0%, Mm-Cpn inhibitor -1%, HepG2 tox -4%, S2 tox inactive, Nrf2 activator -0.1%, pAkt inh inactive, CCT modulator 1.5, A549 tox -1% and Nrf2 block -6%.
Screening COc1ccc(S(=O)(=O)N2CCCC(C(=O)NCc3ccco3)C2)cc1Cl (centres undefined) returned TGFb inhibitor inconclusive, Mm-Cpn inhibitor 0%, HepG2 tox -13%, S2 tox inactive, Nrf2 activator 0.0%, pAkt inh inactive, CCT modulator -2.0, A549 tox -1% and Nrf2 block 7%.
Screening CCc1ccccc1NC(=O)CSc1nnc(CNC(=O)c2ccco2)n1C returned TGFb inhibitor 19%, Mm-Cpn inhibitor 0%, HepG2 tox 8%, S2 tox inactive, Nrf2 activator 0.1%, pAkt inh inactive, CCT modulator -5.6, A549 tox 0% and Nrf2 block -12%.
COc1ccccc1NC(=O)CCC(=O)N1CC(C)Oc2ccc(C)cc21 (centres undefined) was read as TGFb inhibitor -6%&5%, Mm-Cpn inhibitor 1%, HepG2 tox -4%&-2%, S2 tox inactive, Nrf2 activator 0.6%&0.8%, pAkt inh inactive, CCT modulator -0.5, A549 tox -2%&-6% and Nrf2 block 0%&6%.
Screening Cc1cc(C)cc(OCC(=O)NCc2cc(C)nc3ccccc23)c1 returned TGFb inhibitor inconclusive, Mm-Cpn inhibitor 2%, HepG2 tox -63%, S2 tox inactive, Nrf2 activator 3.6%, pAkt inh inactive, CCT modulator 0.9, A549 tox 16% and Nrf2 block 2%.
CCC(=O)N(c1nnc(SCC(=O)NN2C(=O)NC3(CCCCC3)C2=O)s1)C1CC1 was read as TGFb inhibitor -17%, Mm-Cpn inhibitor 1%, HepG2 tox -3%, S2 tox inconclusive, Nrf2 activator -1.0%, pAkt inh inactive, CCT modulator -0.4, A549 tox 8% and Nrf2 block 4%.

Grouped by structure: the entries above containing a Cl atom (2)
`COc1ccc(CC(=O)Nc2c3c(nn2-c2cccc(Cl)c2)CS(=O)(=O)C3)cc1` gave TGFb inhibitor 1%, Mm-Cpn inhibitor 0%, HepG2 tox 3%, S2 tox inactive, Nrf2 activator -0.1%, CCT modulator -2.8 and A549 tox 5%.
Screening COc1ccc(S(=O)(=O)N2CCCC(C(=O)NCc3ccco3)C2)cc1Cl (centres undefined) returned TGFb inhibitor inconclusive, Mm-Cpn inhibitor 0%, HepG2 tox -13%, S2 tox inactive, Nrf2 activator 0.0%, pAkt inh inactive, CCT modulator -2.0, A549 tox -1% and Nrf2 block 7%.

High-throughput results (PubChem BioAssay)
